# Screening results from PubChem.
# MrgX1 antagonist – antagonists of human MrgX1 receptor; AID 588676; MRGX1-HEK293 calcium flux, Fluo-4, BAM8-22 antagonism; stronger effect = lower value; 310,000 compounds, 1.3% hits; B-score at 10 µM; Q96LB2;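 active = calcium-response B-score plate-corrected more than 3 library SD below zero, starting fluorescence within 5 deviations, no agonist response on first addition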;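 also: peak minus trough fluorescence over baseline after final BAM8-22 challenge near maximal dose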
# Target sequence (Q96LB2 whole entry, looked up): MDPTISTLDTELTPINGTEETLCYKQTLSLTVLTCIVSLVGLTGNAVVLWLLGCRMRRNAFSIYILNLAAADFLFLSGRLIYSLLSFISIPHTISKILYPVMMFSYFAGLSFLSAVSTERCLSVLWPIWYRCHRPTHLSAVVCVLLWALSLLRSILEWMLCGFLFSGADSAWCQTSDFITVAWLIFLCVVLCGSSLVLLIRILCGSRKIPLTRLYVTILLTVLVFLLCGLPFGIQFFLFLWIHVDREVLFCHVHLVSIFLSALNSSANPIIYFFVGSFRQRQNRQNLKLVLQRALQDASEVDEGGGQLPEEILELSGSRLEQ
# PolyA inhibitor – inhibitors of polyadenylation in S. cerevisiae | 300,000 compounds, 0.02% hits | S. cerevisiae SKY197-pL101 polyadenylation reporter, beta-gal luminescence; efflux-impaired pdr1/pdr3 knockout yeast; score 100 = 6 SD above DMSO | AID 1875 | calls only at 12 µM;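 active = lowest replicate activity score at least 50, where 100 means six control SD above control mean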;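 also: yeast exposed to compound for 9 h at 30 °C; higher score means more reporter readthrough which indicates perturbed polyadenylation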
# TRPC4 act – opens the mouse TRPC4 cation channel | Q9QUQ5 | HEK293 TRPC4beta/mu-opioid, Fluo4 calcium fluorescence; stronger effect = higher value | B-score at 10 µM | 310,000 compounds, 0.49% hits | AID 2237;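 active = B-score above 5 SD of library B-scores, and initial fluorescence ratio not above library mean plus 5 SD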;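 also: positive B-score marks a calcium rise read as TRPC4 activation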
#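 Test system: HEK293 cells stably co-expressing mouse TRPC4beta and mu-opioid receptor | Schedule: Fluo4 dye loading 45 min at room temperature, 110 s recording | Measured by: Kinetic Fluo4 calcium fluorescence, 5 s baseline at 1 Hz | Evaluation: B score of integrated ratio | Controls: Buffer (low) and maximal DAMGO (high)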
# TRPC4 block – inhibitors of mouse TRPC4 channel; HEK293 TRPC4beta/mu-opioid, DAMGO-evoked Fluo4 calcium flux; stronger effect = lower value; B-score at 10 µM; 300,000 compounds, 0.39% hits;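 active = B-score over 3 SD under the library average, no early fluorescence shift, positive overall ratio signal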
#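 test system = HEK293 cells with stable TRPC4beta plus mu-opioid receptor expression | detection = Fluo4 Ca2+ flux fluorescence | read-out = integrated fluorescence ratio relative to baseline, converted to per-well B score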
# TRPC6 act – activates the mouse TRPC6 cation channel; Q61143; HEK293-TRPC6 membrane potential dye fluorescence; stronger effect = higher value; B-score at 10 µM; 310,000 compounds, 0.13% hits; AID 2550;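 active = B-score of the integrated fluorescence ratio above library mean plus 3 SD, and starting fluorescence ratio within library mean plus 5 SD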;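 also: higher score means more depolarization so channel activation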
# MrgX1 ag – human MrgX1 receptor agonism, primary screen | 310,000 compounds, 0.44% hits | MrgX1-HEK293 cells, Fluo-4 calcium fluorescence, agonist mode; stronger effect = higher value | B-score at 10 µM | Q96LB2;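 active = calcium response B-score plate-corrected fluorescence ratio at least 3 library SD, with starting fluorescence B-score inside 5 SD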
#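 times = overnight plating, then 30 min 37 °C plus 30 min room-temperature dye loading | assay system = stable human MrgX1 HEK293 cell line | input = fifteen thousand cells per well | signal = kinetic calcium dye fluorescence, Fluo-4 NW | dosing = compound delivered in addition one of three | read-out = B-scored fluorescence response ratio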
# HIF act – HIF pathway transcriptional activation; activation, % at 7.5 µM (by protocol); AID 1910; U2OS HRE-luciferase reporter, luminescence; normalized: DMSO 0%, desferrioxamine 100%; 300,000 compounds, 0.32% hits;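 active = mean activation of at least 10% of the iron chelator positive control signal, with at least half of replicates also reaching 10%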
# MrgX1 PAM – allosterically activates human MrgX1 receptor signaling; Q96LB2; AID 588675; MrgX1-HEK293, Fluo-4 calcium flux, FDSS; stronger effect = higher value; B-score at 10 µM; 310,000 compounds, 0.63% hits;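 active = plate-corrected calcium response at least 3 library SD above typical, normal starting fluorescence, not activating the receptor alone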;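 also: compound read alongside a low EC10 to EC30 dose of BAM8-22 agonist; peak minus trough fluorescence over baseline measured at the second addition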
# AI-2 QS mod – Vibrio harveyi AI-2 quorum sensing modulation | 300,000 compounds, 0.4% hits | activity change, % at 7.5 µM | AID 2094 | Vibrio harveyi JMH597 AI-2 luminescence/OD600 ratio, 9 h; stronger effect = lower value; strain lacks LuxN and CqsS sensors; 0 = neutral-control median; in the data active = activity change below about -75%, passing the limit was not always enough;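 also: luminescence divided by OD600 gain over 9 h not by final OD600 alone; inactives centre near 13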
# TRPC4 PAM – TRPC4 (mouse) allosteric potentiation; B-score at 10 µM; HEK293 TRPC4beta/mu-opioid, DAMGO EC20, Fluo-4 Ca2+ flux; stronger effect = higher value; AID 2227; Q9QUQ5; 310,000 compounds, 0.42% hits;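 active = B-score of calcium response area above 5 SD of library B-scores, with initial fluorescence ratio within 5 SD of library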;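 also: B-score of integrated fluorescence ratio over time as area under calcium response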
# TRPC6 inh – blocks the mouse TRPC6 cation channel. HEK293-TRPC6, membrane potential dye, ACh-evoked depolarization; stronger effect = lower value. 310,000 compounds, 1.1% hits. B-score at 10 µM. Q61143;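 active = B-score under library mean minus 3 SD, initial fluorescence not abnormally high, positive integrated signal ratio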;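 also: B-score derived from integrated fluorescence ratio over the kinetic read; more negative B-score means stronger inhibition of depolarization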
# * marks the source's active call; other numbers are inactive results; i = inactive; . = not tested or not shown. These rows are one share of the data, so the mix of outcomes need not match the whole.
# The line under a structure holds: MrgX1 antagonist, PolyA inhibitor, TRPC4 act, TRPC4 block, TRPC6 act, MrgX1 ag, HIF act, MrgX1 PAM, AI-2 QS mod, TRPC4 PAM, TRPC6 inh
CCn1c(NCc2ccccn2)nc2ccccc21
→ i, i, 71*, i, i, i, 1.2, i, 29.2, i, i
COc1ccc(C(=O)N(CCc2ccccc2)Cc2ccccc2)c(OC)n1
→ i, i, i, i, i, i, 1.2, i, 18.1, i, i
O=C(N/N=C/c1ccc(OC(=O)c2ccc3c(c2)OCO3)cc1)c1cncc(Br)c1
→ i, i, i, i, i, i, -0.7, i, 19.2, i, i
CCC(=O)N(Cc1ccccc1)c1ccccn1
→ i, i, i, i, i, i, 0.2, i, -1.6, i, i
COc1ccc(NC(=O)c2cc(S(=O)(=O)N3CCOCC3)ccc2N2CCOCC2)cc1
→ i, i, i, i, i, i, -0.2, i, 20.5, i, i
N#CCCn1c(SCC(=O)NCC2CCCO2)nc2ccccc21 (stereo unspecified)
→ i, i, i, i, i, i, 0.2, i, 8.7, i, i
O=C1CC(N(O)c2ccccc2)C(=O)N1c1cc(Cl)cc(Cl)c1 (stereo unspecified)
→ i, i, i, i, i, i, -0.1, i, -2.3, i, i
O=C(Nc1nc(-c2ccccn2)cs1)c1ccc2c(c1)OCCO2
→ i, i, i, i, i, i, 2.3, i, 12.9, i, i
CC1CCc2c(sc3ncnc(NCCCOC(C)C)c23)C1 (stereo unspecified)
→ i, i, i, i, i, i, 0.2, i, 0.8, i, i
O=C(CN1CCN(Cc2ccccc2)CC1)N1N=CCC1c1ccccc1 (stereo unspecified)
→ i, i, i, i, i, i, -0.1, i, 11.5, i, i
COC(=O)CN1C(=O)C(C)(C)Oc2ccc(C(=O)NC3CC3)cc21
→ i, i, i, i, i, i, -0.8, i, 26.3, i, i
COc1ccc(S(=O)(=O)NNC(=O)Nc2ccc(C)cc2C)c(OC)c1
→ i, i, i, i, i, i, 0.2, i, 10.7, i, i
COCCNC(=O)CCCn1c(=O)c2cc(OC)c(OC)cc2n(CC(=O)Nc2ccc(F)cc2)c1=O
→ i, i, i, i, i, i, -0.4, i, 18.3, i, i
CCOc1ccccc1C1C(C(=O)Nc2ccccc2OC)=C(C)Nc2nnnn21 (stereo unspecified)
→ i, i, i, i, i, i, -0.5, i, 6.6, i, i
O=C(CSc1ccc(Cl)cc1)N1CCN(c2ccc(Cl)cc2[N+](=O)[O-])CC1
→ i, i, i, i, i, i, -0.5, i, 25.4, i, i
CCN(CC)c1ccc(C(=O)N/N=C/c2ccc(OC)cc2OC)cc1
→ i, i, i, i, i, i, 1.0, i, 8.5, i, i
CCCN1Cc2cccc(C(=O)Nc3ccc(CC)cc3)c2C1=O
→ i, i, i, i, i, i, 1.0, i, 7.0, i, i
NC1=NC(c2ccc(F)cc2)n2c(nc3ccccc32)N1 (stereo unspecified)
→ i, i, i, i, i, i, -0.3, i, 18.6, i, i
Cc1cc(C)n2nc(C(=O)N/N=C/c3ccco3)nc2n1
→ i, i, i, i, i, i, 0.1, i, 23.2, i, -6.56*
Cc1ccc(S(=O)(=O)N(C)C)cc1NC(=O)Nc1c(-c2ccccc2)noc1C
→ i, i, i, i, i, i, -0.1, i, 18.4, i, i

# Additional entries follow:
# The line under a structure holds: MrgX1 antagonist, PolyA inhibitor, TRPC4 act, TRPC4 block, TRPC6 act, MrgX1 ag, HIF act, MrgX1 PAM, AI-2 QS mod, TRPC4 PAM, TRPC6 inh
COc1ccc(N(C(=O)c2ccncc2)S(=O)(=O)c2cccs2)cc1
→ i, i, i, i, i, i, -0.3, i, 41.6, i, i
Cc1ccc(C)c(CSc2nnc(C)c(=O)n2N)c1
→ i, i, i, i, i, i, -0.1, i, 6.8, i, i
O=C(NCc1ccco1)c1ccc(Cn2c(=O)c3sccc3n(Cc3cccc(F)c3)c2=O)cc1
→ i, i, i, i, i, i, ., i, 13.6, i, i
O=C(O)c1cc([N+](=O)[O-])ccc1Nc1ccccc1
→ i, i, i, i, i, i, 0.3, i, 24.6, i, i
CC(=O)c1ccc(Oc2cc(C)nc(N3CCOCC3)n2)cc1
→ i, i, i, i, i, i, 0.5, i, 11.1, i, i
O=C(Oc1ccc(-c2csnn2)cc1)C1CC1
→ i, i, i, i, i, i, -0.4, i, 26.5, i, i
COc1ccc(S(=O)(=O)NCC(c2cccnc2)N2CCN(c3ccccc3)CC2)cc1C (stereo unspecified)
→ i, i, i, i, i, i, -0.1, i, 48.3, i, i
CC(=O)Oc1ccc(C(=O)OCC(=O)c2c(N)n(C)c(=O)n(C)c2=O)cc1OC(C)=O
→ i, i, i, i, i, i, 0.3, i, 5.4, i, i
CN(CC(=O)N1CCc2ccccc21)S(=O)(=O)c1cccc2cccnc12
→ i, i, i, i, i, i, ., i, 24.9, i, i
CC(=O)Nc1ccc(NS(=O)(=O)c2ccc3ccccc3c2)cc1
→ i, i, i, i, i, i, -0.3, i, 22.0, i, i
COc1ccc2[nH]c3c(=O)n(Cc4ccc(C(=O)NCC5CCCO5)cc4)c(=S)[nH]c3c2c1 (stereo unspecified)
→ i, i, i, i, i, i, 0.8, i, -21.8, i, i
Cc1ccc(C)c(NC(=O)COC(=O)CCC(=O)c2cccs2)c1
→ i, i, i, i, i, i, 0.0, i, -13.5, i, i
CC(=O)Nc1ccc(Oc2nc(C)cc(C)n2)cc1
→ i, i, i, i, i, i, -0.5, i, 10.9, i, i
COc1cc(N=CC2=C(O)c3ccccc3C2=O)cc(OC)c1
→ i, i, i, i, i, i, -0.3, i, 6.7, i, i
COc1cc(/C=C/C(=O)OCC(=O)NC(=O)NC(C)(C)C)ccc1OCC#N
→ i, i, i, i, i, i, ., i, 20.3, i, i
CCOC(=O)c1cnn(-c2ccc(C)cc2)c1N
→ -4.69*, i, i, i, i, i, 2.9, i, 18.6, i, i
COC(=O)c1sccc1NC(=O)CSc1ccccc1NS(=O)(=O)c1ccc(Br)cc1
→ i, i, i, i, i, i, -0.5, i, 23.5, i, i
Cc1ccc(CN(C(=O)Cn2nnc3ccccc32)C(C(=O)NCc2ccco2)c2cccs2)cc1 (stereo unspecified)
→ i, i, i, i, i, i, 0.4, i, 4.5, i, i
CC(=O)c1cccc(NC(=O)COc2ccccc2C(=O)c2cc(C#N)c(=O)n(C3CCCCC3)c2)c1
→ i, i, i, i, i, i, 0.1, i, 25.3, i, i
CCNc1nnc(-c2ccncc2)s1
→ i, i, i, i, i, i, 0.4, i, 28.8, i, i

# Next section.
# The line under a structure holds: MrgX1 antagonist, PolyA inhibitor, TRPC4 act, TRPC4 block, TRPC6 act, MrgX1 ag, HIF act, MrgX1 PAM, AI-2 QS mod, TRPC4 PAM, TRPC6 inh
CC1=CC(=O)O[C@@H]1[C@@]1(C)C[C@H]2OC(=O)C[C@H]3[C@@H](C)C(=O)C(O)=C1[C@@]23CO
→ i, i, i, i, i, i, 0.0, i, 44.9, i, i
COc1cc(/C=N/NC(=O)C(=O)NCC2CCCO2)cc(Cl)c1O (stereo unspecified)
→ i, i, i, i, i, i, -0.4, i, 29.5, i, i
CC1=C(C(=O)N2CCOCC2)C(c2c(F)cccc2F)NC(=O)N1 (stereo unspecified)
→ i, i, i, i, i, i, 0.1, i, 25.0, i, i
COc1ccc(N2C(=O)CCC(C(=O)NCc3ccccn3)C2c2ccc(OC)c(OC)c2)cc1 (stereo unspecified)
→ i, i, i, i, i, i, -0.1, i, 22.6, i, i
Cc1[nH]n(C(N)=S)c(=O)c1N=Nc1cc(-c2ccc(Br)cc2)[nH]n1
→ i, i, i, i, i, i, 0.6, i, 16.2, i, i
CCOC(=O)c1c(N)c(C#N)c2n1CCCC2
→ i, i, i, i, i, i, 0.5, i, 1.2, i, i
O=C(c1ccc(C23CC4CC(CC(C4)C2)C3)o1)N1CCOCC1
→ i, i, i, i, i, i, 0.0, 11*, -17.4, i, i
CCOC(=O)C1=C(c2ccccc2)NC(=S)NC1c1ccc(Cl)c([N+](=O)[O-])c1 (stereo unspecified)
→ i, i, i, i, i, i, -1.2, i, 0.4, i, i
CCc1nc(NC(C)(C)C)c2cnn(-c3ccccc3)c2n1
→ i, i, i, i, i, i, 2.7, i, 29.5, i, i
CCN(C(=O)COC(=O)c1cc(S(=O)(=O)N2CCOCC2)c(Cl)cc1Cl)C1CCS(=O)(=O)C1 (stereo unspecified)
→ i, i, i, i, i, i, 0.0, i, 17.3, i, i
CCN1C(=O)/C(=C\c2cccc(OC(=O)c3ccco3)c2)SC1=S
→ i, i, i, i, i, i, -0.4, i, 10.1, i, i
CCOC(=O)c1c(NS(=O)(=O)Cc2ccccc2)sc2c1CCCC2
→ i, i, i, i, i, i, -0.5, i, 5.9, i, i
COc1ccc(CNC(=O)C2(C)Cc3ccccc3C(=O)O2)cc1 (stereo unspecified)
→ i, i, i, i, i, i, 0.1, i, 10.8, i, i
COC(=O)c1ccc(S(=O)(=O)N2CCCCC2)o1
→ i, i, i, i, i, i, -0.7, i, -2.0, i, i
CCc1nonc1NC(=O)c1oc2cc(C)c(C)cc2c1C
→ i, i, i, i, i, i, 1.3, i, 34.2, i, i
CCOn1c(SC(C)C)nc2ccccc2c1=O
→ i, i, i, i, i, i, -0.2, i, 19.6, i, i
COc1ccc(C(=O)O/N=C(\N)c2ccncc2)cc1OC
→ i, i, i, i, i, i, 0.6, i, 7.9, i, i
CCOC(=O)c1[nH]cnc1C(=O)NC1CCCCC1
→ i, i, i, i, i, i, -0.2, i, 16.9, i, i
COc1ccc(CCNC(=O)C2CCCN(S(=O)(=O)c3ccc(F)cc3)C2)cc1 (stereo unspecified)
→ i, i, i, i, i, i, -0.4, i, 7.2, i, i
C=CCOc1ccc(-c2nc3c(c(=O)[nH]c(=O)n3Cc3ccccc3)n2CCCOC)cc1
→ i, i, i, i, i, i, -0.2, i, 22.8, i, i
COc1ccc(F)cc1S(=O)(=O)NC(Cc1ccccc1)C(N)=O (stereo unspecified)
→ i, i, i, i, i, i, -2.4, i, 28.2, i, i
Nc1cc(N)c(OCC(F)(F)F)cc1OCC(F)(F)F
→ i, i, i, i, i, i, 0.2, i, 37.1, i, i
O=C(NCCc1ccc(Cl)cc1)C1CCN(S(=O)(=O)N2CCC3(CC2)OCCO3)CC1
→ i, i, i, i, i, i, ., i, 3.2, i, i
